Screening results: PubChem BioAssay, several laboratories
SIAH1 antagonists – Siah-1 peptide-binding antagonists, primary screen, biochemical, fluorescence polarization, rhodamine-plectin, uHTS (AID 1817) | displacement, % at 20 µM; hits with a dose series show IC50 in µM | actives 0.02% (n = 290,000) | Siah-1 / rhodamine-plectin peptide fluorescence polarization; higher % means a stronger effect;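 active means displacement of at least 50% at 20 µM, with a fluorescence ratio check between 0.3 and a set limit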;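 further: plate controls were Siah plus tracer with DMSO for no effect and tracer alone without Siah for full effect; strong numbers were not always called active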
NOD2 inhibition – inhibition of NOD2-driven NF-kB reporter – cell-based, luminescence, uHTS, HEK293 (AID 1566) | one-dose inhibition, % at 4 µM; EC50 in µM for titrated hits | HEK293 NOD2/NF-kB luciferase reporter, luminescence; higher % means a stronger effect | actives 0.63% (n = 290,000); further: many of its hits are not listed in these tables
NOD1 NF-kB reporter – inhibition of NOD1-driven NF-kB reporter – cell-based, luminescence, uHTS, primary screen (AID 1578). NOD1-driven NF-kB luciferase reporter cells, luminescence; higher % means a stronger effect. one-dose inhibition, % at 4 µM; EC50 in µM for titrated hits. actives 1% (n = 290,000); in the data active means inhibition mostly above about 36%, no sharp cut-off; inactive means mostly below about 34%;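 further: HEK-293T reporter cells stimulated with the NOD1 agonist gamma-tri-DAP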
PhoP inhibition – inhibitors of PhoP regulon expression, primary screen, Salmonella Typhimurium, GFP reporter (AID 1863); inhibition, % at 50 µM; hits with a dose series show IC50 in µM; S. Typhimurium PhoP-regulated promoter GFP reporter, 4 h; higher % means a stronger effect; actives 0.16% (n = 300,000);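 active means inhibition over 29.93%, a cutoff 3 SD above the screen mean, later confirmed by dose response; inconclusive means inhibition over 29.93% but no dose response follow-up; inactive means inhibition at most 29.93% or unconfirmed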;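 further: 0% = low Mg2+ inducing control and 100% = high Mg2+ repressing control; strong numbers were not always called active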
HIV fusion peptide – cell-free HIV fusion peptide-binding blockers – biochemical, uHTS, fluorescence dequenching, primary screen (AID 1986); cell-free peptide binding, fluorescence dequenching, 30 min; higher % means a stronger effect; inhibition, % at 20 µM, or IC50 in µM where a hit was titrated; actives 0.3% (n = 290,000); in the data active means inhibition mostly above about 52%, no sharp cut-off; inactive means mostly below about 76%; further: some results filed as inactive read as strong as hits
KOR beta-arrestin-1 – KOR antagonists, beta-arrestin recruitment, cell-based, luminescence, uHTS (AID 1778); KOR beta-arrestin recruitment, luminescence, antagonist mode; higher % means a stronger effect; actives 0.091% (n = 290,000); one-dose inhibition, % at 10 µM; IC50 in µM for titrated hits; further: strong numbers were not always called active
LYP phosphatase – PTPN22 lymphoid phosphatase activity blockers – biochemical, fluorescence intensity, uHTS (AID 1779); recombinant LYP phosphatase, fluorescence intensity; higher % means a stronger effect; inhibition, % at 11.5 µM; hits with a dose series show IC50 in µM; actives 0.054% (n = 290,000);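 further: plate controls were vehicle with enzyme for no effect and no enzyme for full effect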
KOR beta-arrestin-2 – KOR agonists, beta-arrestin recruitment, primary screen, cell-based, luminescence, uHTS (AID 1777); one-dose activation, % at 10 µM; EC50 in µM for titrated hits; actives 0.02% (n = 280,000); KOR beta-arrestin recruitment, luminescence; higher % means a stronger effect; in the data active means activation above about 50%, passing the limit was not always enough; further: a part of the inactive calls stands beside numbers as strong as those of hits
Myeloid diff 2 – compounds promoting myeloid differentiation. ER-HoxA9 myeloid progenitors, lysozyme-GFP differentiation, flow cytometry. calls only at 10 µM. actives 1% (n = 360,000). AID 624256;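 active means normalized GFP-positive differentiation at or above the plate's own cutoff, the solvent-only control mean plus 3 SD; inconclusive means no clear call, values can overlap the other calls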;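 further: cells exposed to compound for four days before flow analysis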
Myeloid diff 2 GFP+ MAC1+ % – second read-out of Myeloid diff 2, no call of its own (marks repeat the call); GFP+ MAC1+ double positive, %; measured here: differentiation confirmed by MAC1 staining
* = called active by the depositor; i = inactive; ? = inconclusive; . = no result given; + = active, no number; & = joins results of further samples; [ ] = remark or other dose. Unless noted, no stated cut-off is given here; in the data, active means inhibition above about 50%; inactive means the rest. These rows are one share of the data (hit frequency here may not be typical).

SMILES	SIAH1 antagonists	NOD2 inhibition	NOD1 NF-kB reporter	PhoP inhibition	HIV fusion peptide	KOR beta-arrestin-1	LYP phosphatase	KOR beta-arrestin-2	Myeloid diff 2	Myeloid diff 2 GFP+ MAC1+ %
Cc1cccc(-n2c(SCC(=O)NC3CCCC3)nnc2-c2ccoc2C)c1	1%	2%	-5%	1%	1.0%	-40%	-4%	6.2%	i	1.4
O=C(Cc1c[nH]c2ccccc12)OCCOC(=O)Cc1c[nH]c2ccccc12	6%	-2%	-13%	-3%	-0.1%	1%	-3%	-2.2%	i	1.6
CCOC(=O)c1sc(=NC(=O)c2cccc(C)c2)n(C)c1C	12%	-101%	-44%	-7%	-1.7%	-11%	-7%	-3.4%	i	0.3
CCOc1cc(C2C(C(=O)c3ccco3)=C(O)C(=O)N2CC2CCCO2)ccc1O (stereo not drawn)	5%	4%	-9%	-2%	-1.9%	-13%	-4%	-3.7%	i	2.6
CCOC(=O)C1CCN(Cc2oc(CO)cc(=O)c2O)CC1	1%	-16%	8%	9%	-0.5%	25%	-9%	0.5%	i	1.2
Cc1ccc(CN2CC(C(=O)Nc3cc(S(C)(=O)=O)ccc3Cl)CC2=O)cc1 (stereo not drawn)	0%	12%	-4%	-22%	-1.7%	-28%	-3%	7.2%	i	1.6
Cc1nc(SCc2ccccc2)n[nH]1	4%	2%	-11%	-1%	2.1%	-43%[20 µM]	-6%	2.4%	i	0.3
CCOC(=O)C1=NOC(Cn2cc(C(C)=O)c(=O)[nH]c2=O)C1 (stereo not drawn)	0%	14%	-20%	-6%	-1.6%	-4%	-4%	-1.1%	i	0.0
Cc1ccc(Nc2cc(=O)[nH]c(=O)[nH]2)cc1Cl	16%	21%	1%	-8%	0.3%	-32%	-3%	-0.7%	i	0.5
CCN1CCN(S(=O)(=O)c2ccc(OC)c(NC(=O)c3ccccc3)c2)CC1	-3%	1%	-34%	8%	0.7%	-11%	-8%	3.7%	?	.
CCNC(=O)CSc1nnc(-c2ccccc2)n1-c1ccc(OCC)cc1	-2%	3%	-55%	-3%	-2.8%	8%	-10%	-1.3%	i	3.9
COCCNCc1nc2sc(C)c(-c3ccccc3)c2c(=O)[nH]1	13%	8%	-11%	-3%	1.7%	1%	0%	3.7%	i	0.5
COc1ccc(OC)c(Nc2cc(C)nc3ccccc23)c1	1%	0%	15%	6%	-0.2%	-15%	-3%	9.6%	i	0.6
CC(NC(=O)CCc1ccccc1)c1cc2c(cc1Cl)OCCO2 (stereo not drawn)	5%	-2%	-19%	-8%	-0.8%	-7%	-3%	-2.2%	i	0.9
O=C(Nc1ccc(F)c(Cl)c1)C1CC(=O)N(Cc2ccccc2)C1 (stereo not drawn)	4%	6%	-14%	-6%	3.1%	-20%	-6%	3.9%	i	0.8

Some entries already given, showing only LYP phosphatase.
| smiles | LYP phosphatase |
| --- | --- |
| COCCNCc1nc2sc(C)c(-c3ccccc3)c2c(=O)[nH]1 | 0% |
| COc1ccc(OC)c(Nc2cc(C)nc3ccccc23)c1 | -3% |

(continued)
SMILES	SIAH1 antagonists	NOD2 inhibition	NOD1 NF-kB reporter	PhoP inhibition	HIV fusion peptide	KOR beta-arrestin-1	LYP phosphatase	KOR beta-arrestin-2	Myeloid diff 2	Myeloid diff 2 GFP+ MAC1+ %
COCCOC1CCN(C(=O)c2cc(COc3ccc(F)cc3F)on2)CC1	-1%	-10%	10%	10%	-0.9%	10%	-10%	-5.9%	i	5.6
Cc1cccc(OCC(=O)NCC(=O)N/N=C/c2c(C)[nH]c3ccccc23)c1	10%	7%	7%	-3%	-1.2%	6%	-3%	6.1%	i	0.7
Cc1cc(C)nc(-n2nc(C)cc2NC(=O)CN2CCc3ccccc3C2)n1	6%	8%	19%	-7%	-1.7%	18%	-8%	7.9%	+	17*
O=[N+]([O-])c1ccc(CNc2cccc(F)c2)s1	14%	-1%	36%	7%	0.8%	-28%[20 µM]	-4%	14%	.	.
Cc1ccsc1/C=C(/C#N)C(=O)NCc1ccccc1	17%	-2%	-25%	-6%	0.8%	-14%	7%	4.9%	i	0.0
O=C(CSc1nc(N2CCOCC2)nc(N2CCOCC2)n1)Nc1ccc([N+](=O)[O-])cc1	3%	16%	-5%	-5%	0.7%	-28%	-3%	2.6%	?	.
COc1cc(CNC(=O)c2ccccc2NC(=O)C2=C(C)OCCS2)cc(OC)c1OC	6%	21%	-8%	-6%	0.2%	15%	-6%	-5.8%	i	3.2
CCOC(=O)N1CCN(C(=O)C2CCN(S(=O)(=O)CC)CC2)CC1	8%	4%	-20%	-8%	-1.2%	7%	-3%	0.6%	i	0.8
O=C(CSc1ncn[nH]1)c1ccco1	6%	16%	-9%	5%	3.9%	-12%	-6%	1.1%	i	1.1
CCOC(=O)N1CCC(NC(=O)c2cccs2)CC1	1%	10%	-2%	-8%	-0.5%	-6%	-4%	.	i	0.8
CN(C)CCNC(=O)c1ccc(-c2nn(C)c(=O)c3ccccc23)cc1	1%	-1%	0%	-10%	3.0%	-49%	0%	-4.6%	i	2.6
Cc1ccc(C(=O)NCC(=O)NCc2cc(=O)n(C)c(=O)n2C)cc1C	-1%	18%	-20%	-6%	-0.7%	-22%	-13%	7.3%	i	4.4
Cc1cc(=O)[nH]c(/N=C(\N)Nc2ccc3c(c2)OCCO3)n1	-1%	3%	-27%	-1%	-0.2%	-23%	-5%	2.6%	.	.
O=C(N[C@@H]1C[C@H]2CC[C@@H]1C2)c1ccco1	4%	12%	17%	7%	0.5%	-47%[20 µM]	-12%	4.4%	i	0.4
COc1ccc(-c2nn(-c3ccccc3)cc2/C=N/Nc2cccc(C(=O)O)c2)cc1	7%	-4%	-30%	-3%	46%	-16%	9%	-0.2%	i	0.3
COC(=O)c1cnc(Oc2ccc(NC(=O)NC(=O)c3c(F)cccc3Cl)cc2)cc1C(F)(F)F	-2%	-22%	0%	-11%	-0.8%	-82%	-2%	1.1%	i	1.2
CCCS(=O)(=O)NCc1ccc2c(c1)cc(C)n2C	6%	3%	-20%	-2%	5.4%	6%	-8%	-7.5%	i	5.1
OC1(c2ccc(Br)cc2)CCNCC1	9%	16%	7%	2%	-1.9%	11%	-8%	-4.8%	i	5.6
NS(=O)(=O)c1cccc(NC(=O)CSc2nc3ccccc3c(=O)n2CCCN2CCOCC2)c1	3%	8%	-38%	3%	1.3%	-7%	8%	8.4%	i	1.4
CC1C=CCC2C(=O)N(c3ccccc3OC(=O)c3ccco3)C(=O)C12 (stereo not drawn)	-2%	5%	-14%	1%	0.0%	-21%[20 µM]	-9%	.	i	1.4
COc1cccc(N(CC(=O)NCC2CCCO2)C(=O)CNS(=O)(=O)c2ccccc2)c1 (stereo not drawn)	-6%	4%	-18%	-3%	0.8%	10%	-3%	-6.3%	i	0.4
COc1ccc(S(=O)(=O)Nc2c(O)c3ccccc3oc2=O)cc1	-2%	6%	8%	5%	-1.4%	-19%	-2%	-2.2%	+	9.0*
CCOC(=O)c1sc(NC(=O)c2ccccc2OC)nc1C	3%	-110%	-38%	1%	1.9%	-16%	0%	-3.2%	i	2.8
NC(=O)c1nsc(C(=O)N(Cc2ccccc2Cl)C(C(=O)NCC2CCCO2)c2ccc(O)cc2)c1N (stereo not drawn)	2%	8%	-34%	.	-1.0%	-48%	-11%	5.0%	i	0.8
CN(C)S(=O)(=O)c1cccc(NC(=S)N/N=C/C(=O)c2ccccc2)c1	-4%	14%	-2%	0%	-3.3%	37%	-6%	-2.3%	i	2.1
Cc1ccccc1NC(=S)N1CCN(c2ccccc2)CC1	0%	5%	-24%	-8%	1.1%	-42%[20 µM]	-6%	-1.9%	i	0.6
Cc1ccc(S(=O)(=O)Nc2c3ccccc3nc(=O)n2-c2ccccc2)cc1	-1%	-6%	-39%	5%	1.7%	-15%	-6%	-2.2%	i	1.5
CCCCn1c(=O)[nH]c(=O)c2c1nc(-c1ccc(OC)c(Br)c1)n2CC(C)C	5%	7%	7%	13%	-0.7%	-13%	-1%	-1.1%	i	1.3
CC(C)NS(=O)(=O)c1ccc(OCC(=O)NC2CCCCCC2)cc1	-2%	16%	-16%	0%	-0.4%	7%	-9%	1.1%	i	1.2
CC(C)(C)c1ccc(C(=O)NCCC(=O)NCc2cccs2)cc1	4%	-8%	-29%	-4%	1.3%	-35%	-3%	-1.0%	i	0.0
COc1ccc(-c2cccc(C3CC=CC4C3C(=O)N(Cc3ccccc3)C4c3ccc4ccccc4c3)c2)cc1 (stereo not drawn)	10%	7%	-3%	-3%	2.4%	25%	-10%	-1.9%	i	0.3
COc1ccc(C(=O)Nn2c(C)nc3ccccc3c2=O)cc1Br	-4%	0%	-4%	-5%	-0.3%	-8%	-9%	1.9%	i	0.5
CCOc1ccc2c(c1)s/c(=N\S(=O)(=O)c1ccc(OC)cc1)n2C(F)F	-3%	5%	-45%	1%	-1.7%	0%	-1%	-4.0%	i	0.6
CSc1ccccc1C(=O)Nc1ncn[nH]1	6%	-4%	-20%	5%	-1.3%	-12%	-6%	14%	i	0.3
CCn1ccnc1CNC(=O)c1ccc2oc(CCCc3ccccc3)nc2c1	1%	-6%	-24%	3%	0.3%	19%	-6%	-3.1%	i	0.9
O=C(CCc1ccccc1)NCc1ccccn1	1%	-2%	-14%	4%	0.2%	-4%	-4%	1.0%	i	8.6
CCOC(=O)c1cnc(SCC)[nH]c1=O	4%&3%	10%&8%	-20%&-6%	-19%&-9%	3.9%&0.3%	32%&18%	-1%&-4%	-3.4%&-2.0%	i	1.3
CC1(C)Cc2c(cnn2-c2ccc(F)cc2)C(NC(=O)c2ccc(=O)oc2)C1 (stereo not drawn)	-1%	9%	-17%	-1%	0.9%	1%	-5%	6.0%	i	0.8
COc1ccccc1-c1nnc(SCC(=O)O)n1-c1ccc(C)cc1	2%	9%	-26%	10%	1.5%	-2%[20 µM]	5%	.	i	0.2
COc1cc(/C=N/O)ccc1OCc1ccccc1Cl	-2%	-158%	-38%	-4%	-1.5%	3%	7%	-2.4%	i	0.2
COc1ccc(Cl)cc1NC(=O)C(C)OC(=O)c1ccc(NS(=O)(=O)c2ccc3[nH]c(=O)[nH]c3c2)cc1 (stereo not drawn)	-2%	17%	-10%	43%	10%	49%	4%	-1.2%	i	0.6
O=C(Cn1cnc2c(nnn2Cc2ccc(Cl)cc2)c1=O)NCc1ccco1	1%	-13%	-19%	-11%	7.3%	-8%	-5%	-4.8%	i	8.4
Brc1cccc(-c2nnc3sc(CNCc4ccco4)cn23)c1	-1%	15%	7%	5%	3.5%	15%	0%	-4.7%	i	4.3

Given in markdown: part of the list above.
| structure | SIAH1 antagonists | NOD2 inhibition | NOD1 NF-kB reporter | PhoP inhibition | HIV fusion peptide | KOR beta-arrestin-1 | LYP phosphatase | KOR beta-arrestin-2 | Myeloid diff 2 | Myeloid diff 2 GFP+ MAC1+ % |
| --- | --- | --- | --- | --- | --- | --- | --- | --- | --- | --- |
| CCOC(=O)C1CCN(Cc2oc(CO)cc(=O)c2O)CC1 | 1% | -16% | 8% | 9% | -0.5% | 25% | -9% | 0.5% | i | 1.2 |
| COCCOC1CCN(C(=O)c2cc(COc3ccc(F)cc3F)on2)CC1 | -1% | -10% | 10% | 10% | -0.9% | 10% | -10% | -5.9% | i | 5.6 |
